ALDH1A1 inh: blocks purified human ALDH1A1 activity; Purified ALDH1A1, NADH fluorescence, propionaldehyde substrate; P00352; 220,000 compounds, 7.3% hits; AID 1030; Potency, µM (top dose mostly 75.3 µM), without a hit: at the top dose activity, negative = inhibition, usual class: inhibitors; active = well fitted inhibition curve with a large enough effect, not every such curve was filed as active; inconclusive = small, poorly fitted or top-dose-only effect, or another doubt; inactive = no such curve, though single readings can be large or run the other way;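 also: plate controls were no enzyme wells and a reference inhibitor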
Target sequence (P00352 whole entry, looked up): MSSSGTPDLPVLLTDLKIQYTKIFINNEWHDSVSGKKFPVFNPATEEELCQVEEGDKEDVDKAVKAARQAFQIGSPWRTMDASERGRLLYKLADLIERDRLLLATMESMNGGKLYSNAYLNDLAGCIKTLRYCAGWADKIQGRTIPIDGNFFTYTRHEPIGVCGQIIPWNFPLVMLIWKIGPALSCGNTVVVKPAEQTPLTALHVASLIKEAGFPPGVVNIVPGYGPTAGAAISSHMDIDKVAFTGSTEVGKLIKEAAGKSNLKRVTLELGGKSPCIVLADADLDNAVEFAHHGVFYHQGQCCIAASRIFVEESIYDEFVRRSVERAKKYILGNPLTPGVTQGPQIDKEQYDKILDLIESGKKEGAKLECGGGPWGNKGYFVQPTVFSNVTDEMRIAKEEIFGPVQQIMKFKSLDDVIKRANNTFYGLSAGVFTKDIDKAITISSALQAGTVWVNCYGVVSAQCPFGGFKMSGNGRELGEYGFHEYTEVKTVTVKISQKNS
Tau fluor cs: counter-screen for tau fibril formation inhibitors | Potency, µM (titrated, usually from 57.7 µM), without a hit: top-dose activity change, negative = decrease | 280,000 compounds, 0.93% hits | tau K18 P301L Alexa594 fluorescence, heparin fibrillization; also: % is scaled to controls: 0 for no effect and ±100 for the full control effect; nearly all actives have a fitted effect of over 55% in size
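Human tau K18 P301L (15 uM unlabeled, 0.24 uM Alexa 594-labeled) in 100 mM sodium acetate pH 7 with 20 uM heparin, 6 hr at 37 C. ThT 30 uM added, 1 hr ambient; Alexa 594 FP and total fluorescence read at 555/632 nm.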
Epigenetic reg: derepresses silenced GFP reporter in murine cells; murine LDR cells, GFP reporter derepression, 30 h; Potency, µM (series often up to 53.9 µM), inactives show at the top dose GFP activation, usual class: activators; 280,000 compounds, 0.2% hits; also: % of control where 0% means no effect; nearly all actives have a fitted effect of over 60% in size
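Reporter derepression read as number of fluorescent GFP-positive objects, 20-120 um in size, counted by laser-scanning cytometer. Mouse LDR line with an epigenetically silenced CMV-GFP locus; compound incubation 30 h, 37 C.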
GAA glycogen: inhibitors or activators of human alpha-glucosidase glycogen cleavage. P10253. recombinant GAA, glycogen substrate, Amplex Red glucose oxidase fluorescence. Potency, µM (highest dose often 76.4 µM), for inactives: at the highest dose activity change, negative = inhibition, most hits filed as inhibitors. 300,000 compounds, 0.38% hits;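 also: 0% = full enzyme reaction and -100% = no-enzyme basal signal; the screen sought inhibitors and activators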
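Natural-substrate format: glycogen cleavage by 4 nM human enzyme, glucose read by Amplex Red coupling (Ex 573, Em 610 nm). Normalized to enzyme and no-enzyme controls.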
aGal spleen mod: alpha-galactosidase A (human) modulation; P06280; human spleen homogenate, 4MU-alpha-Gal fluorescence, 40 min; Potency, µM (doses to about 80 µM), for inactives: at the top dose activity change, negative = inhibition, actives largely listed as inhibitors; 240,000 compounds, 0.008% hits; AID 2107;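 also: 0% = enzyme with vehicle and -100% = no enzyme basal signal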
Target sequence (P06280 32-429 limits assumed): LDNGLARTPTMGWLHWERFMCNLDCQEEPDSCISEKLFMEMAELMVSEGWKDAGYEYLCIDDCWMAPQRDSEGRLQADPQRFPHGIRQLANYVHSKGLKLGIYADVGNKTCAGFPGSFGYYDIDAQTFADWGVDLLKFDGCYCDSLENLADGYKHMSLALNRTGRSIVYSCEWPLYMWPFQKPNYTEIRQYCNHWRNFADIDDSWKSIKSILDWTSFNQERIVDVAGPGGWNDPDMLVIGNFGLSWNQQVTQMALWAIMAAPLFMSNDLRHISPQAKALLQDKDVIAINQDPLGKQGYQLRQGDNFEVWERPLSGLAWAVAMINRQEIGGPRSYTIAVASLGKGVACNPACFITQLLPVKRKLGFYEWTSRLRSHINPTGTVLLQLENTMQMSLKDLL
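Human spleen homogenate (1 ug) was the enzyme source, with 4-methylumbelliferyl-alpha-D-galactopyranoside (1 mM final) in pH 5.0 citrate buffer with 0.01% Tween-20. Compounds were titrated; after 40 min at 37C, NaOH/glycine stop, 4-MU fluorescence read; AC50 from Hill fits.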
GAA inh: blocks human lysosomal alpha-glucosidase; purified human GAA, 4-MU-alpha-glucoside fluorescence; Potency, µM (series often up to 76.9 µM), for the others: top-dose activity change, negative = inhibition, hits mostly inhibitors; 200,000 compounds, 0.005% hits; AID 1466;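 also: plate controls were uninhibited enzyme wells for no effect and no-enzyme background for full effect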
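Activity normalized between no-enzyme (basal) and enzyme-only wells. Conditions: 4 nM human enzyme, 400 uM fluorogenic substrate, citrate/phosphate pH 5.0 with Tween-20, 20 min room temperature, compounds up to 77 uM.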
NPSR antagonist: blocks cAMP signaling of the human neuropeptide S receptor | 220,000 compounds, 1% hits | Q6W5P4 | CHO-NPSR cells, cAMP TR-FRET, antagonist mode | Potency, µM (top dose mostly 38.3 µM), without a hit: top-dose activity change, negative = inhibition, most hits filed as inhibitors; also: % is scaled to controls: 0 for no effect and ±100 for the full control effect; nearly all actives have a fitted effect of over 50% in size; many of its hits are not listed in these tables
GAA spleen mod: inhibits or activates alpha-glucosidase in human spleen homogenate | P10253 | human spleen homogenate, 4-MU-alpha-glucoside fluorescence | Potency, µM (top dose mostly 79.9 µM), for the others: at the top dose activity change, negative = inhibition, actives largely listed as inhibitors | 240,000 compounds, 0.006% hits;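 also: 0% = enzyme with vehicle and -100% = no enzyme basal signal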
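Human spleen homogenate (1 ug) incubated with compounds and 1 mM 4-methylumbelliferyl-alpha-D-glucopyranoside in pH 5.0 citrate/phosphate buffer, 37 C, 40 min. Stopped at pH 10; 4-MU fluorescence (Ex 365/Em 440 nm); AC50 by Hill fit.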
Active calls of the source: *; ? = inconclusive; nt = not tested or not shown; [ ] = another dose, or the depositor's remark. Unless noted, calls follow the shape of the dose curve; as a rule, active = well fitted curve in the direction sought with a large enough effect; inconclusive = small, poorly fitted or top-dose-only effect, or another doubt; inactive = no such curve, though single readings can be large; an effect the other way counts as inactive or inconclusive. Potency is read from the fitted curve at half-maximal effect. These rows are one share of the data. The share of hits here may be higher or lower than overall.

SMILES | ALDH1A1 inh | Tau fluor cs | Epigenetic reg | GAA glycogen | aGal spleen mod | GAA inh | NPSR antagonist | GAA spleen mod
Cc1oncc1C(=O)NC1CCCCC1 | -12% | 6% | -1.3% | -12% | -1% | 8% | 11% | 6%
Cc1ccc(/C=N/N2CCN(C3c4ccccc4-c4ccccc43)CC2)o1 | nt | -28% | 4.9% | -11% | 3% | nt | -35% | -1%
CC(=O)c1ccc(-c2ccc(C(=O)NC3CCCCCC3)o2)cc1 | ? | -10% | 8.6% | -2% | 9% | 14% | ? | 8%
Cn1ccnc1Sc1nc2c(c(=O)n(C)c(=O)n2C)n1C | 8% | -6% | -0.4% | 2% | -2% | 0% | ? | -2%
O=C(O)/C=C/C(=O)N(Cc1ccccc1)Cc1ccco1 | 0% | -5% | -1.1% | 20% | 3% | 1% | 17% | -1%
CCS(=O)(=O)N1CCN(Cc2c[nH]c3ccccc23)CC1 | ? | -13% | 0.2% | 1% | -5% | 3% | 11% | 1%
CC1=NN(C(=O)c2c(Br)cnn2C)C(O)(C(F)(F)F)C1 (stereo unspecified) | 2% | 13% | -1.1% | -12% | -2% | ? | -8%[46.1 µM] | -9%
CCN(CC)S(=O)(=O)c1ccc(-c2nnc(SCC(=O)N3c4ccccc4CC3C)o2)cc1 (stereo unspecified) | -6% | -1% | 0.8% | 4% | 0% | -2% | -7%[46.1 µM] | 3%
COc1cc(/C=C/C(=O)O)cc(S(=O)(=O)NCc2ccco2)c1OC | -14% | -12% | 0.3% | -10% | -1% | -5% | -15% | -10%
CCOC(=O)c1c(C)n(-c2ccc(OC)cc2)c2c(C/C(C)=N/O)c(Br)c(OC)c(O)c12 | 14% | 1% | 1.9% | 1% | 9% | -2% | -3%[46.1 µM] | -1%
Cc1cccc2cc(CN(CC3CCCO3)C(=O)NC3CCCCC3)c(=O)[nH]c12 (stereo unspecified) | -7% | 1% | -1.6% | 0% | -7% | 1% | -14%[46.1 µM] | -14%
CCCSc1nnc2n(C)c(=O)c3c4c(sc3n12)CCC4 | -8% | 4% | 1.5% | -12% | 2% | -6% | -36%[46.1 µM] | -4%
COc1cccc(-c2cc(C(=O)Nc3cccnc3)no2)c1 | 7% | -10% | 1.0% | 1% | -7% | -9% | -9%[46.1 µM] | -3%
Cc1cc(C)n(-c2cccc(C(=O)O)c2)n1 | 3% | -6% | 0.1% | -9% | 5% | -2% | 8% | 3%
CC(C(=O)NC1=NCCS1)(C(F)(F)F)C(F)(F)F | 7% | -3% | 0.0% | -6% | -8% | ? | 1%[46.1 µM] | -9%
O=C(O)Cc1ccc(C(=O)CSc2ccccc2)s1 | nt | -22% | 1.7% | 2% | -1% | nt | 5%[7.67 µM] | 1%
CN(C)c1cccc2c(S(=O)(=O)N3CCOCC3)cccc12 | -6% | -7% | -1.0% | 1% | 4% | -10% | 6%[46.1 µM] | -3%
c1ccc(-c2noc(C3CCCCC3)n2)nc1 | ? | 0% | 0.0% | 6% | -1% | 0% | -4%[46.1 µM] | -2%
C/C(=N\NC(=O)C(N)=O)c1cccc([N+](=O)[O-])c1 | 1% | 2% | 0.0% | 9% | 5% | 2% | 8% | 6%
CO/C([O-])=N/c1c[n+](-c2ccc(Cl)cc2)no1 | ? | -4% | -1.0% | 7% | 11% | -5% | -1%[46.1 µM] | -1%
CCOC(=O)C(Oc1ccc(=O)[nH]n1)C(C)=O (stereo unspecified) | ? | 1% | -3.5% | -11% | -4% | -2% | -15%[46.1 µM] | 2%
CC(=O)c1ccc(N2CCN(CC(=O)Nc3cc(C)on3)CC2)cc1 | 1% | 0% | 3.4% | -6% | -7% | -4% | -16% | -5%
CC1(C)CC(=O)C(C=NCCN2CCN(C(=S)Nc3ccccc3)CC2)=C(O)C1 | ? | 0% | -0.9% | -6% | -15% | 8% | 4%[46.1 µM] | -17%
CCCN1CCC(NC(=S)Nc2ccc(OC)c(OC)c2)CC1 | -2% | 7% | -0.2% | -16% | 4% | 2% | 5% | 5%
COc1ccc(C(=O)NCc2cn3ccccc3n2)cc1 | ? | 1% | -1.1% | 2% | -1% | 3% | -6%[46.1 µM] | -2%
CC(C)CC1NC(=O)N(CC(=O)c2ccc3c(c2)OCCO3)C1=O (stereo unspecified) | -5% | -2% | -1.0% | 10% | -6% | ? | -10%[46.1 µM] | -1%
COc1ccc(C(=O)N/C(=C\c2ccco2)C(=O)OCc2ccco2)cc1 | nt | -13% | 19% | -1% | 4% | nt | -7% | -2%
CSc1nc(C)c2c(n1)N(c1ccc(F)cc1)CC2 | 1% | -9% | 0.0% | 2% | -6% | -2% | -8%[46.1 µM] | -9%
COCCN1CCC(CNCc2cn(-c3cc(C)ccc3C)nc2-c2ccccc2)C1 (stereo unspecified) | -7% | -10% | -1.1% | 8% | -4% | 4% | 9% | 3%
CN(C)S(=O)(=O)c1ccc(-c2csnn2)s1 | 3% | -9% | 0.8% | 4% | 3% | 3% | -11%[46.1 µM] | -4%
Cc1ccc(-c2nc(C(=O)O)cs2)cc1 | ? | -7% | -1.2% | 3% | -9% | 1% | -1% | -4%
COc1ccc(N2CCN(C(=S)NC(=O)c3cccs3)CC2)c([N+](=O)[O-])c1 | ? | -14% | -0.4% | -16% | -6% | -3% | -35% | -7%
COc1ccc(NC(=O)CSc2nnc(NC(=O)c3ccccc3C(=O)O)s2)cc1 | 0% | -10% | 3.2% | 7% | -4% | -1% | -5% | 4%
Cc1cc(C(=O)COc2cccc3cccnc23)c(C)n1C | ? | -3% | -16% | -7% | 3% | 3% | ? | -4%
COc1ccc(/C=C/C(=O)Nc2ccc(C(N)=O)cc2)cc1OC | nt | -2% | -1.7% | -2% | 4% | nt | 7% | -2%
O=C(Nc1cccc2ccccc12)/C(=C/c1cccc([N+](=O)[O-])c1)NC(=O)c1cccs1 | -1% | -30% | -1.0% | 18% | 3% | 1% | 11% | -16%

6 of the compounds above, with two lines to a compound.
Values run as follows: ALDH1A1 inh	Tau fluor cs	Epigenetic reg	GAA glycogen	aGal spleen mod	GAA inh	NPSR antagonist	GAA spleen mod
Cc1cc(C)n(-c2cccc(C(=O)O)c2)n1
    3%	-6%	0.1%	-9%	5%	-2%	8%	3%
C/C(=N\NC(=O)C(N)=O)c1cccc([N+](=O)[O-])c1
    1%	2%	0.0%	9%	5%	2%	8%	6%
CN(C)S(=O)(=O)c1ccc(-c2csnn2)s1
    3%	-9%	0.8%	4%	3%	3%	-11%[46.1 µM]	-4%
Cc1oncc1C(=O)NC1CCCCC1
    -12%	6%	-1.3%	-12%	-1%	8%	11%	6%
CC(C(=O)NC1=NCCS1)(C(F)(F)F)C(F)(F)F
    7%	-3%	0.0%	-6%	-8%	?	1%[46.1 µM]	-9%
CSc1nc(C)c2c(n1)N(c1ccc(F)cc1)CC2
    1%	-9%	0.0%	2%	-6%	-2%	-8%[46.1 µM]	-9%

Other records follow:
SMILES | ALDH1A1 inh | Tau fluor cs | Epigenetic reg | GAA glycogen | aGal spleen mod | GAA inh | NPSR antagonist | GAA spleen mod
C=CCn1c(C(C)NC(=O)C(C)(C)C)nc2ccccc21 (stereo unspecified) | -1% | 0% | -0.1% | -3% | 5% | 3% | 2% | -4%
COc1ccc(OC)c(NC(=O)CCN2CCN(c3ccccc3)CC2)c1 | 3% | -10% | 1.0% | 3% | -2% | -4% | -26%[46.1 µM] | -2%
CCn1nc(C)c(Br)c1-c1nc(-c2ccc(C)cc2)no1 | 4% | -22% | 5.1% | 2% | 7% | -8% | 6% | -10%
COc1cc2c(cc1OC)C1(CCCC1)C(N)=C2C#N | 6% | -6% | 0.8% | ? | 8% | 2% | -11%[46.1 µM] | -2%
Cc1cc(C)c(C(=O)Nc2ccccc2)c(CC(C)(C)C(=O)O)c1 | -3% | -7% | 0.0% | 13% | -9% | -3% | -12% | 0%
CC(C)Sc1nc2c(c(=O)[nH]1)C(c1cccs1)C1=C(CC(C)(C)CC1=O)N2 (stereo unspecified) | ? | 12% | -0.8% | -19% | -4% | 2% | -16%[46.1 µM] | -2%
Cc1cc(=O)oc2cc(OCC(=O)OCc3nnc(-c4ccccc4)o3)ccc12 | ? | -6% | -0.9% | 5% | 8% | 7% | -6%[46.1 µM] | 3%
Cc1noc(C(=O)Nc2ccc3c(c2)OCO3)c1Cl | -6% | -14% | -1.0% | 3% | -10% | -5% | 1%[46.1 µM] | -10%
O=C(COc1ccc(-c2nnco2)cc1)NC1CCCc2ccccc21 (stereo unspecified) | 24% | -8% | 0.0% | -7% | -8% | 0% | -10%[46.1 µM] | -1%
CCOc1ccc(-c2cc(CCCC(=O)NCCc3ccc(OC)c(OC)c3OC)no2)cc1 | 6% | -14% | -1.2% | 1% | 1% | -2% | -21%[46.1 µM] | 1%
CN(C)S(=O)(=O)c1ccc(NC(=O)CN2CCOCC2)cc1 | nt | 4% | -2.2% | -4% | 3% | nt | 3% | 4%
COC(C/C=C/[C@H](O)COCc1ccccc1)OC | nt | -2% | 4.7% | 1% | 3% | nt | 12% | 2%
c1ccc(-c2cc(-c3nn4c(-c5ccco5)nnc4s3)c3ccccc3n2)cc1 | ? | -23% | -0.8% | 1% | -7% | ? | ? | -10%
CC1CCc2cc(F)ccc2N1C(=O)C12CCC(C)(C(=O)O1)C2(C)C (stereo unspecified) | 8% | 3% | -0.3% | 1% | 9% | -11% | -19% | -3%
Cn1c(CN2CCCC2)nc2cc(NS(=O)(=O)c3ccccc3)ccc21 | -24% | -1% | -0.2% | 2% | 2% | -4% | 2%[46.1 µM] | 0%
CCC(=O)Oc1ccc2c(C)c(Cl)c(=O)oc2c1 | ? | 2% | -0.4% | 1% | ? | ? | -8%[46.1 µM] | ?
CCC(=O)c1ccc(N2CCN(C(=O)COc3ccc(F)cc3)CC2)c(F)c1 | ? | -12% | -0.9% | -13% | 2% | 5% | -21%[46.1 µM] | -4%
O=C(CCCn1nnc2ccccc2c1=O)N[C@@H](Cc1ccccc1)C(=O)O | 8% | 1% | 2.0% | 2% | -8% | 2%[15.4 µM] | -16% | 0%
Clc1ccccc1CN(Cc1ccccc1)c1ncnc2nc[nH]c12 | -1% | ? | -9.5% | -16% | 2% | 0% | -27%[46.1 µM] | -3%

High-throughput results (PubChem BioAssay)
